KCNQ1 block – human KCNQ1 channel inhibition. B-score at 10 µM. CHO-K1 KCNQ1, FluxOR thallium flux fluorescence; active compounds read high. hit rate 1.3% among 310,000. AID 2642;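 active = compounds whose thallium flux B-score, printed positive for inhibition, exceeds three library SD while starting fluorescence stays within three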;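 also: channel opened by potassium depolarization with thallium stimulus after 20 min compound exposure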
KCNK9 inh – human KCNK9 channel inhibition; HEK293 KCNK9, FluxOR thallium flux fluorescence; active compounds read low; Q9NPC2; AID 488922; B-score at 10 µM; hit rate 1.2% among 310,000;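 active = ratio B-score over 3 SD below the library mean, with starting fluorescence within 5 SD of its mean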;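 also: negative B-score means less thallium flux so channel inhibition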
Target sequence (Q9NPC2 whole entry, looked up): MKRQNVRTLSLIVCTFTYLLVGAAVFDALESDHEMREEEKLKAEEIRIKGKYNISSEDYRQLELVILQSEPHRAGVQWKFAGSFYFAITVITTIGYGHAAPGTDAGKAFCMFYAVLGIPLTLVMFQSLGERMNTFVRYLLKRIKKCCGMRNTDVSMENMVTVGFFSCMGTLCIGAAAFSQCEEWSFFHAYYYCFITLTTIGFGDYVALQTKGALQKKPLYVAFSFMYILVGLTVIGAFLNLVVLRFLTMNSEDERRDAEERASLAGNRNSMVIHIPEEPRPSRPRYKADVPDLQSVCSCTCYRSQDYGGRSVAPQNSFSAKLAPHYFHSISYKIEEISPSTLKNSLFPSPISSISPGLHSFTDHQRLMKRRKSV
TMEM16A act – activators or potentiators of mouse TMEM16A chloride channel | B-score at 10 µM | AID 623877 | hit rate 0.3% among 340,000 | HEK293 TMEM16A/YFP-H148Q/I152L, iodide quench fluorescence; active compounds read low | Q8BHY3;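 active = fluorescence-ratio B-score plate-corrected deviation score at least 3 library SD below zero, with starting fluorescence score within 5 deviations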;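 also: channel opened by trigger with iodide after compound preincubation; score built on the fluorescence ratio of max minus min over baseline; more negative score means more quench and so TMEM16A activation or potentiation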
TRPC4 act – TRPC4 (mouse) channel activation. Q9QUQ5. HEK293 TRPC4beta/mu-opioid, Fluo4 calcium fluorescence; active compounds read high. B-score at 10 µM. hit rate 0.49% among 310,000. AID 2237;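 active = B-score above 5 SD of library B-scores, and initial fluorescence ratio not above library mean plus 5 SD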;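 also: positive B-score marks a calcium rise read as TRPC4 activation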
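Material: TRPC4beta and mu-opioid receptor HEK293 stable cells | Incubation: 45 min room-temperature Fluo4 loading, 110 s read | Detection: Kinetic Fluo4 calcium fluorescence | Measure: Integrated baseline-normalised fluorescence ratio, converted to per-well B score | Benchmarks: Low control buffer alone, high control maximal DAMGO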
ANO1 block – blocks the mouse calcium-activated chloride channel TMEM16A; Q8BHY3; HEK293 TMEM16A/YFP iodide influx fluorescence, ionomycin; normalized B-score (activity score, 25-100; higher = stronger inhibition) at 10 µM; hit rate 1.2% among 310,000;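 active = ratio plate-corrected score three or more library SD toward inhibition, starting fluorescence score within five deviations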;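 also: score derived from kinetic fluorescence span divided by baseline fluorescence per well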
KCNK3 block – human KCNK3 channel inhibition, primary screen; B-score at 10 µM; hit rate 0.84% among 340,000; CHO-KCNK3 thallium flux, FluxOR fluorescence; active compounds read low; AID 602410; O14649;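 active = B-score under library mean minus 4 SD, starting fluorescence ratio at most library mean plus 5 SD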;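 also: more negative B-score means stronger inhibition of thallium flux through KCNK3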
Target sequence (O14649 whole entry, looked up): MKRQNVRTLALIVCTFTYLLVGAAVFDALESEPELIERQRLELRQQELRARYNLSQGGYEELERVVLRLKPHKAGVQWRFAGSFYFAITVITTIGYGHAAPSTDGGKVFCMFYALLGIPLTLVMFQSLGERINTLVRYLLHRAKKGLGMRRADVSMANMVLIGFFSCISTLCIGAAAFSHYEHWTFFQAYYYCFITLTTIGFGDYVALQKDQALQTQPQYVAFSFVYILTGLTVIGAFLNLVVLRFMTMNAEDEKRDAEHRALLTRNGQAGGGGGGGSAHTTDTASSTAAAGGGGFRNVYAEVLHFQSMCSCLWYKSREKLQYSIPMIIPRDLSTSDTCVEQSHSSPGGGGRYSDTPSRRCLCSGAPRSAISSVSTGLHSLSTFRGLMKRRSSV
hERG protect – compounds protecting human hERG from proarrhythmic drug block; hit rate 0.51% among 310,000; activation (rescue from dofetilide block), less the hit threshold, % at 10 µM; CHO-hERG, FluxOR thallium flux, dofetilide IC70 present;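 active = activation above the mean of controls blocked by dofetilide plus 5 SD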;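 also: thallium influx through hERG after potassium depolarization seen as dye fluorescence rise; in these data hits start at about 4.7%; inactives centre near -7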
HDAC3 inh – blocks human histone deacetylase 3 | recombinant HDAC3, fluorogenic peptide/trypsin coupled, fluorescence | inhibition, % at 8.3 µM | hit rate 0.15% among 320,000 | AID 2718; in the data active = inhibition above about 26%, passing the limit was not always enough; inconclusive = no clear call, values can overlap the other calls
Dyrk1A ADPGlo – blocks rat Dyrk1A kinase activity; ADP-Glo luminescence, NFATc1 peptide; inhibition, % at 12.5 µM; Q63470; hit rate 0.43% among 310,000; AID 504441; in the data active = inhibition above about 50%;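 also: plate controls were vehicle with enzyme for no effect and no enzyme for full effect; many of its hits are not listed in these tables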
TRPC4 PAM – allosterically enhances the mouse TRPC4 cation channel; Q9QUQ5; HEK293 TRPC4beta/mu-opioid, DAMGO EC20, Fluo-4 Ca2+ flux; active compounds read high; B-score at 10 µM; hit rate 0.42% among 310,000; AID 2227;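 active = B-score of calcium response area above 5 SD of library B-scores, with initial fluorescence ratio within 5 SD of library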;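 also: B-score of integrated fluorescence ratio over time as area under calcium response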
KCNQ1 pot – potentiates or activates the human KCNQ1 potassium channel | P51787 | CHO-K1 KCNQ1, thallium flux FluxOR fluorescence; active compounds read high | B-score at 10 µM | hit rate 0.35% among 310,000 | AID 2648;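 active = fluorescence ratio B-score, a plate-corrected score, at least three library SD, with initial intensity B-score within 5 SD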
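Schedule – 37 °C overnight plating, 90-min dark dye load, 20-min compound pretreatment · System – stable KCNQ1 CHO-K1 line · Probe or stimulus – thallium- and potassium-containing depolarizing buffer · Measured by – kinetic FluxOR fluorescence, 10 s baseline plus 110 s post-stimulus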
The depositor's hits bear a star; i = inactive; u = inconclusive; x = not tested or not shown. These rows are one share of the data, so the mix of outcomes need not match the whole.

Values in the order – KCNQ1 block	KCNK9 inh	TMEM16A act	TRPC4 act	ANO1 block	KCNK3 block	hERG protect	HDAC3 inh	Dyrk1A ADPGlo	TRPC4 PAM	KCNQ1 pot
- Cc1ccc(NC(=O)Cn2c(O)c(N=NC(=O)c3cc([N+](=O)[O-])ccc3O)c3ccccc32)cc1
    i	i	x	i	i	x	-6	0	x	i	i
- CCOC(=O)C1CCN(c2c(NCc3ccc(C(=O)Nc4ccc(C)cc4)cc3)c(=O)c2=O)CC1
    i	i	i	i	i	i	-7	6	0	i	i
- CC(OC(=O)CN1C(=O)NC(C)(C)C1=O)C(=O)c1ccccc1 (stereo not given)
    i	i	i	i	i	i	-4	-1	-3	i	i
- COc1ccc(F)cc1S(=O)(=O)N1CC(C)CC(C)C1 (stereo not given)
    i	i	i	i	i	i	-10	1	-3	i	i
- O=C(CSc1nnc(Cc2ccccc2)n1-c1ccccc1)NNC(=O)Cc1ccccc1
    i	i	i	i	i	i	-7	-1	-6	i	i
- COc1ccc(-c2c(O)c(C#N)c(-c3ccccc3)n(-c3ccc(OC)cc3)c2=O)cc1
    i	i	i	i	i	i	-8	3	1	i	i
- Cc1ccc(S(=O)(=O)NC(C)C(=O)N2CCOCCOCCOCCOCC2)cc1 (stereo not given)
    i	i	i	i	i	i	-9	-2	-1	i	i
- O=C(Cn1c(=O)n(Cc2ccco2)c(=O)c2ccccc21)NCC1CCCO1 (stereo not given)
    i	i	i	i	i	i	-6	5	x	i	i
- c1ccc(NC2=NCCN2CC2CCC2)cc1
    x	x	i	x	i	i	x	-6	1	x	x
- CCc1cc2c(SCC(=O)O)ncnc2s1
    i	i	i	i	i	i	-5	1	27	i	i
- CCOC(=O)C1=C(C)N=c2s/c(=C\C(=O)OC)c(=O)n2C1c1ccc(OC)cc1 (stereo not given)
    i	i	i	i	i	i	-18	7	5	i	i
- CCOc1ccc2nc(SCC(=O)NCc3ccc4c(c3)OCO4)[nH]c2c1
    i	i	i	i	i	i	-13	1	16	i	i
- Cc1cc(C(=O)Nc2ccccc2N2CCCCC2)no1
    i	i	i	i	i	i	-8	-1	1	i	i
- COc1ccc2nc(SCCN(C)C)[nH]c2c1
    i	i	i	113*	i	i	-10	-3	5	i	i
- COc1ccccc1-c1nc(S(=O)(=O)c2ccccc2)c(N2CCCCC2)o1
    i	i	i	i	i	i	-7	-11	-7	i	i
- C[C@H](NC(=O)OCc1ccccc1)C(=O)N[C@@H](Cc1c[nH]c2ccccc12)C(=O)O
    i	i	i	i	i	i	-3	-4	1	i	i
- Cc1cccc(-n2c(CNC(=O)c3ccccc3)nnc2SCC(=O)Nc2nccs2)c1
    i	i	i	i	i	i	-13	-9	6	i	i
- CCN(CC)c1ccc(/C=C2\CCC(/C=C(\C#N)C(=O)Nc3ccccc3F)=C2N2CCOCC2)cc1
    i	i	i	i	x	i	-12	x	x	i	i
- O=C(CSc1nnc(-c2n[nH]c3ccccc23)n1-c1ccccc1)Nc1ccccc1Cl
    i	i	i	i	i	i	-4	-5	-3	i	i
- Cc1cc(NC(=O)CSc2nc(=O)cc(N)n2-c2ccc(Cl)cc2)no1
    i	i	i	i	i	i	-3	0	-1	i	i
- Cc1ccc(NC(=O)C(C)OC(=O)CCN=C2NS(=O)(=O)c3ccccc32)cc1 (stereo not given)
    i	i	i	i	i	i	-3	1	10	i	i
- COCCOCCn1cnc2ccccc21
    i	i	i	i	i	i	-7	1	-3	i	i
- CN(C(=O)COC(=O)c1ccc2c(c1)OCO2)c1c(N)n(Cc2ccccc2)c(=O)[nH]c1=O
    i	i	i	i	i	i	-11	2	7	i	i
- COc1ccc(CN(C)C(=O)c2cccc(Oc3ccccc3)c2)c(OC)c1OC
    i	i	i	i	25*	i	-11	9	-7	i	i
- Cc1ccc(-c2noc(CCC(=O)NCC3CCCO3)n2)cc1 (stereo not given)
    i	i	i	i	i	i	-9	-2	-6	i	i
- O=C(CNc1ccc(F)cc1)N/N=C/c1c(O)ccc2ccccc12
    i	i	i	i	i	i	-11	-3	5	i	i
- COc1ccc(Nc2ccc([N+](=O)[O-])cn2)cc1
    i	i	i	i	i	i	-4	3	4	i	i
- COC(=O)CCCNC(=O)c1ccc2nc(Cc3ccc(OC)cc3)oc2c1
    i	i	i	i	i	i	-6	5	x	i	i
- O=C(c1cccc(C(F)(F)F)c1)N1CCC(O)(CS(=O)(=O)Cc2ccccc2)CC1
    i	i	i	i	100*	i	-5	-8	2	i	i
- Nc1ccc(Nc2ccccc2)c(S(=O)(=O)O)c1
    i	i	i	i	i	i	-1	-25	23	i	i
- CCOC(=O)c1ccc(N/C=C2\CCCCC2=O)cc1
    i	i	i	i	i	i	-9	1	1	i	i
- COc1ccccc1OCc1ccc(C(=O)N2CCOCC2)o1
    i	i	i	i	i	i	-4	3	-1	i	i
- C/C(=N\NC(=O)C(O)(c1ccccc1)c1ccccc1)c1ccc(NC(=O)CCCC(=O)O)cc1
    i	i	i	i	i	i	-12	6	-3	i	i
- O=C(CSc1nnc(C2CC2)n1Cc1ccco1)NCC(F)(F)F
    i	i	i	i	i	i	-17	-3	1	i	i
- CCC(=O)c1ccc(OC(=O)c2cnccn2)cc1
    i	i	i	i	i	i	-9	4	-1	i	i
- CC(=O)C1=C(O)C(=O)N(c2cc(C(C)(C)C)on2)C1c1ccc(Br)cc1 (stereo not given)
    i	i	i	i	i	i	-17	0	2	i	i
- CC(=O)OCCNC(=O)c1cccnc1
    i	i	i	i	i	i	1	0	-3	i	i
- CC1(C)N=C(N)NC(Nc2cccc(Br)c2)=N1
    i	i	i	i	i	i	-6	-4	37	i	9*
- CCOc1ccc(NC(=S)Nc2ccc(OCc3ccccc3)cc2)cc1
    i	i	i	i	i	i	-9	6	7	i	i
- N#Cc1ccc(NC(=O)c2cc(=O)c3ccccc3o2)cc1
    i	i	i	i	i	i	-11	3	x	i	i
- CC(=O)Nc1ccc(NC(=O)N2CCCCC2)cc1
    i	i	i	i	i	i	-6	1	1	i	i
- O=C(NNC(=O)c1ccc(F)cc1)C(=O)N1CCCCC1
    i	i	i	i	i	i	2	7	8	i	i
- Cc1occc1C(=O)N/N=C/c1cnn(C)c1C
    i	i	i	i	i	i	-8	2	-5	i	i
- CCOc1ccc(CNC(=O)CCCn2nc(CC)n3c(cc4occc43)c2=O)cc1
    i	i	i	i	i	i	-8	1	7	i	i
- COc1cc(N2C(=O)CSC2=S)cc(OC)c1OC
    i	i	i	i	i	i	-5	3	3	i	i
- CCOC(=O)N1CCN(c2c(N3CCN(C(=O)OCC)CC3)c(=O)c2=O)CC1
    i	i	i	i	i	i	-20	-5	-5	i	i
- CCCc1cc(=O)[nH]c(SCC(=O)c2cc(C)n(-c3cc(C)on3)c2C)n1
    i	i	i	i	i	i	-19	2	-4	i	i
- CCCCc1ccc(NC(=S)NCCO)cc1
    i	i	i	i	i	i	-22	0	1	i	i
- CCOc1ccccc1NC(=S)NNS(=O)(=O)c1c(C)cc(C)cc1C
    i	i	i	i	i	i	-4	6	6	i	i
- CCC1(c2ccccc2)NC(=S)N(c2ccc(C)c(C)c2)N1 (stereo not given)
    i	i	i	i	i	i	47*	19	-8	i	91*
- COc1ccc(OC)c(N(CC(=O)Nc2cccc(C(F)(F)F)c2)S(C)(=O)=O)c1
    i	i	i	i	i	i	-7	16	3	i	i
- O=C(NCCc1ccccc1)c1cnc2n(c1=O)CCS2
    i	i	i	i	i	i	-16	u	-9	i	i
- CCCCOC(=O)c1ccc(NC(=O)C2CCCO2)cc1 (stereo not given)
    i	i	i	i	i	i	-9	x	47	i	i
- CCc1ccc(CN(C)C(=O)c2cc(=O)c3ccccc3o2)cc1
    i	i	i	i	i	i	-14	-5	-5	i	i
- CC1(C)c2[nH]c3ccccc3c2C[C@H]2C(=O)N(Cc3ccccc3F)C(=O)N21
    i	i	i	i	i	i	-4	3	18	i	i
- COc1c(/C=N/NC(=O)[C@H]2C[C@@H]2c2ccccc2)c(CCN(C)C(C)=O)cc2c1OCO2
    i	i	i	i	i	i	-21	6	1	i	i
- Cc1ccc(C2c3[nH]c4ccccc4c3C[C@H]3C(=O)N(c4ccccc4C(=O)NCCN4CCOCC4)C(=O)N23)cc1 (stereo not given in full)
    i	i	i	i	i	i	-20	3	2	i	i
- O=C1CCC(=O)N1OCCCOc1ccc(Br)cc1Cl
    i	i	i	i	x	i	-6	x	11	i	i
- O=C(/C=C/c1ccco1)N(Cc1ccc(Cl)cc1)C1CCS(=O)(=O)C1 (stereo not given)
    i	i	i	i	i	i	-14	8	x	i	i
- NC(=O)c1nn(-c2ccccc2)nc1NC(=O)CN1CCCC1
    i	i	i	i	i	i	-10	4	10	i	i

(further entries)
Values in the order – KCNQ1 block	KCNK9 inh	TMEM16A act	TRPC4 act	ANO1 block	KCNK3 block	hERG protect	HDAC3 inh	Dyrk1A ADPGlo	TRPC4 PAM	KCNQ1 pot
- Cc1sc2nc(SCC(=O)NCc3ccco3)n(-c3ccccc3)c(=O)c2c1C
    i	i	i	i	i	i	-10	2	5	i	i
- O=C(N/N=C\c1cn[nH]c1-c1ccccc1)c1cccnc1
    i	i	i	i	i	i	-1	4	6	i	i
- CC1=C(C(=O)O)N2C(=O)C(NC(=O)c3nn(C)cc3Cl)C2SC1 (stereo not given)
    i	i	i	i	i	i	-8	2	0	i	i
- CCc1cc(=O)oc2c(CN3CCCC3)c(O)c(Cl)cc12
    i	i	i	i	i	i	-9	i	13	i	i
- O=C(N/C(=C\c1ccc(Br)cc1)C(=O)N1CCCC1)c1cccs1
    i	i	i	i	i	i	-22	4	1	i	i
- CCOC(=O)CSc1nnc(CNc2ccc(Cl)cc2)n1Cc1ccccc1
    8*	i	i	i	i	i	-15	-2	6	i	i
